# High-throughput results: PubChem, National Center for Advancing Translational Sciences (NCATS)
# BAZ2B inh: blocks human BAZ2B | AlphaScreen BAZ2B-H3K14Ac peptide displacement | Potency, µM (titrated, usually from 114 µM), for inactives: at the top dose activity change, negative = inhibition, actives largely listed as inhibitors | actives 4.4% (n = 360,000) | AID 504333; note: % is set by controls: 0 for no effect and ±100 for the full control effect; nearly all actives have a fitted effect of over 60% in size
#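 Complex of BAZ2B and biotin-H3K14Ac (50 nM apiece) forms over 30 min at RT, then faces library compounds up to 110 uM for another 30 min; AlphaScreen beads added, 20 min dark incubation, luminescence read.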
# POLI inh: inhibitors of human DNA polymerase iota. Q9UNA4. Pol iota fluorescent replication assay, 10 min. Potency, µM (titrated, usually from 115 µM), inactives show at the top dose activity, negative = inhibition, most hits filed as inhibitors. actives 1% (n = 390,000)
#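 Fluorescent replication assay read twice, at 0 min and 10 min after adding 50 nM (final) substrate. Enzyme (10 nM) and compounds were first incubated 15 min at room temperature; enzyme-free buffer wells were negative controls.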
# BLM helicase inh: Bloom syndrome helicase (human) inhibition | P54132 | recombinant BLM DNA unwinding, fluorescence dequenching | Potency, µM (top dose mostly 56.1 µM), without a hit: top-dose activity change, negative = inhibition, most hits filed as inhibitors | actives 0.2% (n = 350,000) | AID 2528;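 note: plate controls were vehicle for no effect and no enzyme for full effect; nearly all actives have a fitted effect of over 35% in size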
# G9a inh: blocks human histone lysine methyltransferase G9a | Q96KQ7 | G9a H3K9 monomethylation, AlphaScreen, 2 h | Potency, µM (series often up to 102 µM), for the others: at the highest dose activity, negative = inhibition, hits mostly inhibitors | actives 8.8% (n = 350,000) | AID 504332; note: % is set by controls: 0 for no effect and ±100 for the full control effect; nearly all actives have a fitted effect of over 75% in size
#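 Signal arises when biotinylated H3K9 peptide, once monomethylated, bridges streptavidin donor and antibody-captured acceptor beads. Enzyme at 20 nM was preincubated 15 min with test compounds; peptide 500 nM and SAM 20 uM then reacted for 2 h.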
# Anesthetic bind: binds horse apoferritin like a general anesthetic; P02791; apoferritin/1-aminoanthracene competitive binding, fluorescence; Potency, µM (highest dose often 77.5 µM), inactives show at the highest dose activity change, negative = displacement, hits mostly inhibitors; actives 0.074% (n = 350,000); note: % is set by controls: 0 for no effect and ±100 for the full control effect; nearly all actives have a fitted effect of over 20% in size
# Target sequence (P02791 2-175 limits assumed): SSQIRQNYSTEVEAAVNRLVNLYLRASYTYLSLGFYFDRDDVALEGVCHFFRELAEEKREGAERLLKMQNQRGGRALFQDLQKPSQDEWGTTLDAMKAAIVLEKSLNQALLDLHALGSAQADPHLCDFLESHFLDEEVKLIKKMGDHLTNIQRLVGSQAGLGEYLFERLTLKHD
#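 Horse-spleen apoferritin (10 uM) in 50% saturated 1-aminoanthracene in PBS was incubated 10 min at room temperature with compound. Fluorescence (ex 380, em 535 nm) was normalized to free and bound 1-AMA, with concentration-response fitted by a four-parameter Hill equation.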
# APEX1 inh: blocks human APE1 abasic DNA cleavage; P27695; recombinant APE1, TAMRA/BHQ-2 abasic DNA cleavage fluorescence; Potency, µM (highest dose often 65.8 µM), for inactives: top-dose activity change, negative = inhibition, usual class: inhibitors; actives 0.35% (n = 350,000); AID 2517;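 note: plate controls were vehicle for no effect and reference inhibitor for full effect; nearly all actives have a fitted effect of over 55% in size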
#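 Measures dequenching upon AP-site incision of a 5'-TAMRA/3'-BHQ-2 THF-containing duplex, 50 nM; human APE1 0.75 nM after 15 min room-temperature exposure to compound; kinetic three-point read at one-minute spacing.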
# Pol kappa inh: DNA polymerase kappa (human) inhibition. Q9UBT6. purified Pol kappa, fluorescent DNA synthesis assay, 10 min. Potency, µM (series often up to 107 µM), inactives show at the highest dose activity, negative = inhibition, usual class: inhibitors. actives 0.53% (n = 400,000); note: % is set by controls: 0 for no effect and ±100 for the full control effect
# Target sequence (Q9UBT6 whole entry, looked up): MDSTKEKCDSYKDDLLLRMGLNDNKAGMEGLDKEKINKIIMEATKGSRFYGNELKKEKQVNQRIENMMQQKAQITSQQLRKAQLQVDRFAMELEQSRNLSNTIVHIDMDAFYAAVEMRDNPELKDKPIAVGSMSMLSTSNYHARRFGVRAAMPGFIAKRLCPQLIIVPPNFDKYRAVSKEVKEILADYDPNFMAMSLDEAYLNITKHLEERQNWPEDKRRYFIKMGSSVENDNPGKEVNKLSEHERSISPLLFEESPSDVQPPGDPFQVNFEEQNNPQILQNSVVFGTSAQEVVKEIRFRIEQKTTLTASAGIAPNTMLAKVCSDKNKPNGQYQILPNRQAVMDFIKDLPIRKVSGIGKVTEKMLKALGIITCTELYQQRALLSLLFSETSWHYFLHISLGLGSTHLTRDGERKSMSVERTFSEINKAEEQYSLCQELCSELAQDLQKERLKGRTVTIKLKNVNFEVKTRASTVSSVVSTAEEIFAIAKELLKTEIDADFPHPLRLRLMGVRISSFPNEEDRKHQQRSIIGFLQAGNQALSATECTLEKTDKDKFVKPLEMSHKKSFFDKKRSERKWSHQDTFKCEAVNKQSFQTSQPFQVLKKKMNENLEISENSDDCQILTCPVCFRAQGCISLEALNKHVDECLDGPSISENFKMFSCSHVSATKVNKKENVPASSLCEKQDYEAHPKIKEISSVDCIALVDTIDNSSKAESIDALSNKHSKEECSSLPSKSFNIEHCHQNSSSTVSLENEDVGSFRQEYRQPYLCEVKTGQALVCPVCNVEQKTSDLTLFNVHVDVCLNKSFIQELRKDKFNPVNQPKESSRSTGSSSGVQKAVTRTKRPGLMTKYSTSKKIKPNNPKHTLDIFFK
#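 Enzyme at 10 nM met test compounds for 15 min at room temperature. Substrate addition (50 nM final) began the reaction, which was monitored by fluorescence at 0 and 10 min.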
# POLB inh: inhibitors of human DNA polymerase beta; P06746; Pol beta primer extension/strand displacement, fluorescence kinetic; Potency, µM (doses to about 114 µM), for the others: at the top dose activity change, negative = inhibition, hits mostly inhibitors; actives 1.3% (n = 340,000); AID 485314; note: % is set by controls: 0 for no effect and ±100 for the full control effect
#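 Human Pol beta at 10 nM; strand-displacement substrate 50 nM final. Compound exposure 15 min at room temperature before start, reaction 10 min at room temperature.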
# POLH inh: inhibitors of human DNA polymerase eta; recombinant Pol eta, fluorescent DNA replication assay; Potency, µM (doses to about 114 µM), for the others: top-dose activity change, negative = inhibition, actives largely listed as inhibitors; actives 1.2% (n = 390,000); Q9Y253; note: % is set by controls: 0 for no effect and ±100 for the full control effect
#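 Pol eta (10 nM) was preincubated with compounds for 15 min at room temperature, after which fluorescent replication substrate (50 nM final) was added to start the reaction. Fluorescence was read kinetically at 0 and 10 min.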
# * = called active by the depositor; ? = inconclusive; . = not tested or not shown; & = joins results of further samples; [ ] = dose if it differs, or a comment. Calls come from the whole dose curve; as a rule, active = well fitted curve in the direction sought with a large enough effect; inconclusive = small, poorly fitted or top-dose-only effect, or another doubt; inactive = no such curve, though single readings can be large; an effect the other way counts as inactive or inconclusive. Potency is the fitted concentration of half-maximal effect. Only part of the results is shown; the hit share may differ from the screen's.
SMILES,BAZ2B inh,POLI inh,BLM helicase inh,G9a inh,Anesthetic bind,APEX1 inh,Pol kappa inh,POLB inh,POLH inh
COc1ccc(-n2c(SCC(=O)Nc3ccc(Br)cc3)nc(O)cc2=O)cc1,-2%,57%[activator],-10%,13%,-3%,-1%,-10%,-2%,-1%
COc1ccc(Br)cc1/C=C/C(=O)c1ccc(NC(C)=O)cc1,-1%,100µM*,-5%,1%[59 µM],-8%,-1%,-19%,20%,?
CC(=O)N1CCC(C(=O)Nc2ccc(S(=O)(=O)N3CCC(C)CC3)cc2)CC1,-3%,16%,-3%,-10%,-6%,11%,-1%,7%,-9%
CCNC(=O)c1ccccc1SCc1ccccc1,1%,3%,4%,?,-19%,1%,-6%,-4%,-4%
Cc1cccc(C)c1NS(=O)(=O)c1ccc2c(c1)NC(=O)CO2,5%,11%,-4%,22%,-7%,0%,-7%,23%,-7%
CCOc1ccccc1NC(=O)NNS(=O)(=O)c1cc(C)ccc1C,-8%,18%,-5%,.,-12%,-2%,-14%,14%,-9%
C=CCn1c2ccccc2n2nc(C)c(=O)nc12,11%,10%,1%,-13%[59 µM],-2%,9%,-7%,-1%,-1%
Cc1cc(C)n(-c2ccc(Oc3ccccc3)c(S(=O)(=O)O)c2)n1,-34%,23%,-3%,?,-2%,-5%,-30%,?,50µM*
OC1OC[C@@H](O)[C@H](O)[C@H]1O (some centres not stated),-5%,.,2%,15%[59 µM],-11%,-4%&-7%,12%[60.1 µM],.,.
COc1cccc(NC(=O)CSc2nnc(Cc3cccn3C)n2-c2ccc(F)cc2)c1,50µM*,-13%,-2%,?,3%,-5%,16%,14%,-12%
COc1cc(OC)cc(C(=O)N[C@H](C(=O)Nc2ccc(NC(C)=O)cc2)C(C)C)c1,-13%,50%[activator],-2%,-5%,-4%,6%,4%,7%,-15%
COc1cccc2cc(C(=O)n3ccc(C)n3)c(=O)oc12,-25%,7%,0%,-35%[12.7 µM],-3%,1%,-1%,-19%,-6%
Cc1c(Cl)c(C(=O)Nc2nc3ccccc3n2CCN2CCCCC2)nn1C,?,.,3%,10%,0%,0%,.,-4%,.
Cc1ccc(S(=O)(=O)N2CCC(C(=O)OCC(=O)N3CC(C)CC(C)C3)CC2)cc1C (configuration not stated),-7%,45%[activator],.,-26%,.,7%,3%,.,-11%
Cc1ccc(NC(=O)CN2CCC(Cc3ccccc3)CC2)cc1S(=O)(=O)N(C)C,40µM*,12%,-12%,8.9µM*,0%,15%,-4%,?,-17%
CN(CCC#N)C(=O)CSc1ncnc2sc(-c3ccccc3)cc12,8%,-4%,-5%,-20%[59 µM],?,-1%,-8%,18%,1%
COC(=O)Cc1c(O)ccn(CCc2c[nH]c3ccc(OC)cc23)c1=O,-23%,-17%,2%,-6%,9%,-4%,-14%,-15%,-8%
CC(=O)Oc1ccc(C(=O)Nc2cc(C)ccc2NC(=O)COc2ccccc2)cc1,-17%,11%,-3%,11%,-9%,-1%,-7%,-1%,-6%
OCc1nc2ccccc2n1CCCOc1ccc(Br)cc1,-11%,-10%,-10%,-1%[59 µM],-17%,18%,4%,-1%,-19%
Cc1ccc(-n2c(=O)[nH]c3ncccc3c2=O)cc1,-9%,2%,-3%,.,0%,14%,2%,9%,-1%
O=C(CCNC(=O)c1ccc(Cl)cc1)NCCCN1CCOCC1,0%,5%,.,0%[12.7 µM],.,19%,-5%,.,-16%
COc1ccc(/C=N\NC(=O)c2ccc(-c3ccccc3)cc2)cc1COC(C)=O,-3%,15%,-9%,.,-13%,-6%,-13%,0%,-18%
O=C(COc1ccc2c3c(c(=O)oc2c1)CCCC3)N1C[C@H]2C[C@@H](C1)c1cccc(=O)n1C2,5%,1%,2%,4%[12.7 µM],-12%,6%,3%,3%,-7%
Cc1ccc(C)c(Cn2nnc3c(=O)[nH]c(C4CCCN(C(=O)C5CCC5)C4)nc32)c1 (configuration not stated),.,24%,-3%,-12%[59 µM],?,1%,-7%,-2%,-9%
CC(/C=C/c1ccccc1)=N\NC(=O)CSc1ccccn1,-2%,?,0%,9%,-7%,-5%,-5%,34%,-14%

# An excerpt from above, showing only APEX1 inh.
Molecule | APEX1 inh
OC1OC[C@@H](O)[C@H](O)[C@H]1O (some centres not stated) | -4%&-7%
COc1cccc(NC(=O)CSc2nnc(Cc3cccn3C)n2-c2ccc(F)cc2)c1 | -5%
COc1cc(OC)cc(C(=O)N[C@H](C(=O)Nc2ccc(NC(C)=O)cc2)C(C)C)c1 | 6%
COc1cccc2cc(C(=O)n3ccc(C)n3)c(=O)oc12 | 1%
Cc1c(Cl)c(C(=O)Nc2nc3ccccc3n2CCN2CCCCC2)nn1C | 0%

# Continuation.
SMILES,BAZ2B inh,POLI inh,BLM helicase inh,G9a inh,Anesthetic bind,APEX1 inh,Pol kappa inh,POLB inh,POLH inh
CC1O[C@H](OC2C(COC3OC(CO)C(O)[C@H](O)C3O)OC(OC3CC[C@]4(C)C(CC[C@@]5(C)[C@@H]4C=C[C@]46OC[C@@]7(CCC(C)(C)C[C@H]74)C(O)C[C@@]56C)C3(C)C)C(O)C2O)C(O)C(O)C1O (some centres not stated),.,4%,.,.,.,-12%,-9%,.,-4%
COc1ccccc1CCNC(=O)C(=O)NCC1OCCN1C(=O)c1ccc(Cl)cc1 (configuration not stated),-17%,16%,-4%,37%,-7%,46%,6%,-1%,1%
Cc1ccc(-n2nc(C)c(Sc3ccccc3[N+](=O)[O-])c2N)cc1,35µM*,46%[activator],-3%,10µM*,-14%,-7%,-3%,29%,-21%
CCOc1ccc(C(=O)NCC(=O)NNC(=O)CN(C)S(=O)(=O)c2ccc(Cl)cc2)cc1,-2%,14%,.,1%,.,-7%,4%,.,1%
Cc1ccc(O)c(NC2=C(Cl)C(=O)N(Cc3ccccc3)C2=O)c1,45µM*,-22%,-16%,6.3µM*,22µM*,-11%,-12%,-15%,-13%
CCOC(=O)c1cc(-c2ccc(OC)cc2)n(CCC(=O)NCc2ccccc2OC)c1C,?,-10%,-9%,?,15%,.,-5%[60.1 µM],-17%,-8%
CC(=O)Nc1ccc(NC(=S)NC(=O)/C=C/c2ccc(Cl)cc2)cc1,-13%,50%[activator],-2%,17%[59 µM],-2%,-2%,3%,2%,-8%
Cc1nc(SCC(=O)NCCc2ccccc2)c2oc3ccccc3c2n1,8%[57.1 µM],1%,2%,44%[0.501 µM],-4%,0%,-14%,4%,-2%
CCOc1ccc(Br)cc1S(=O)(=O)Nc1ccc(NC(=O)c2ccccc2C)cc1,-20%,92%[activator],-11%,-39%[59 µM],-4%,5%,-7%,20%,-17%
O=C(Nc1ccnn1C1CCN(Cc2ccccc2OCCO)CC1)c1cccc(F)c1,-5%,12%,2%,24%,-11%,18%,-5%,0%,?
CC(C)(C)c1ccc(SCCc2ccncc2)cc1,32%,153%[activator],-5%,61%[activator],?,-8%,-2%,-7%,-22%
CCOC(=O)Cc1csc(SCC(=O)Nc2nccs2)n1,7%,-5%,.,50µM*,.,7%,2%,.,-17%
COc1ccc(Nc2nc(C)nc3c2nnn3Cc2ccccc2)cc1OC,13%,-8%,-12%,-2%[59 µM],165%[activator],3%,-7%,4%,-16%
COc1ccc(NC(=O)C2CCN(C(=O)c3ccccc3)CC2)c(OC)c1,.,22%,1%,-7%[59 µM],-7%,-4%,2%,8%,4%
COc1ccc(-c2cc(C(=O)NCc3cccnc3)no2)cc1,2%,-1%,-1%,.,-11%,-2%,-8%,4%,-12%
CO/N=C(\C)c1ncc(C(F)(F)F)cc1N1CCOCC1,12%,9%,1%,2%[12.7 µM],-7%,11%,-3%,-1%,-8%
CC1CCCN(C(=O)C2COc3ccccc3O2)C1 (configuration not stated),2%,8%,-2%,.,?,-6%,-7%,48%,7%
O=C(CC1CC2CCC1C2)NC1CCCCCCC1 (configuration not stated),4%,35%,-1%,-1%,-11%,6%,0%,7%,-14%
O=C(O)c1cnc(-c2ccccc2)nc1Sc1ccc(Cl)cc1,-5%,10%,0%,25%[12.7 µM],8%,-1%,-10%,7%,5%
Cc1ccc(NC(=O)CSc2nc(N)cc(=O)[nH]2)cc1S(=O)(=O)N1CCCCC1,.,15%,.,.,.,49%,1%,.,-21%
CCNC(=S)N/N=C/c1cn(Cc2ccccc2F)c2ccccc12,-24%,0%,-2%,-17%[59 µM],2%,1%,-13%,?,-14%
COc1ccc(S(=O)(=O)NCCCN2CCCC2=O)cc1OC,-14%,-7%,-4%,?,-1%,12%,0%,?,-13%
O=C(N/N=C/c1cccnc1)c1ccc(NC(=O)c2ccc(Cl)cc2)cc1,1%,121%[activator],-7%,45µM*,-7%,32%,0%,2%,-22%
O=[N+]([O-])c1ccc(NCCNS(=O)(=O)c2ccccc2)c(C(F)(F)F)c1,-37%[57.1 µM],20%,-5%,36%[0.501 µM],?,-3%,-9%,-13%,-19%
NC(=O)CC1NC(=O)c2cc([N+](=O)[O-])cc(I)c2OCCC(C(N)=O)NC(=O)[C@@H]2CCCN2C1=O (some centres not stated),-9%,?,-3%,79µM*,-4%,?,-19%,-4%,-3%
CCc1ccc(-c2nc(-c3ccncc3)no2)cc1,54%[activator],12%,-1%,92%[activator],-17%,-3%,-6%,9%,-11%
Cc1ccc(OCc2nc(-c3ccc(-n4cccc4)cc3)no2)cc1C,-4%,?,0%,7%,1%,-3%,-5%,20%,-6%
CCOC(=O)c1ccc(N2CCN(c3ccc(F)cc3)CC2)c(NC(=O)Nc2cccc(OC)c2)c1,?,8%&20%,-5%&-6%,-26%&9%[59 µM],-14%&-2%,-7%,-6%[60.1 µM],29%&4%,?

# Reprinted at random: two records from the list.
SMILES,BAZ2B inh,POLI inh,BLM helicase inh,G9a inh,Anesthetic bind,APEX1 inh,Pol kappa inh,POLB inh,POLH inh
CC(=O)Nc1ccc(NC(=S)NC(=O)/C=C/c2ccc(Cl)cc2)cc1,-13%,50%[activator],-2%,17%[59 µM],-2%,-2%,3%,2%,-8%
CC(C)(C)c1ccc(SCCc2ccncc2)cc1,32%,153%[activator],-5%,61%[activator],?,-8%,-2%,-7%,-22%
